# Screens deposited in PubChem BioAssay by National Center for Advancing Translational Sciences (NCATS).
# RECQ1 inh – inhibitors of human RECQ1 DNA helicase; RECQ1 DNA unwinding, red fluorescence kinetic read; Potency, µM (highest dose often 57.3 µM), for inactives: top-dose activity, negative = inhibition, usual class: inhibitors; AID 2549; P46063; hit rate 0.54% among 240,000;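 also: plate controls were vehicle for no effect and no enzyme for full effect; nearly all actives have a fitted effect of over 30% in size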
# Target sequence (P46063 whole entry, looked up): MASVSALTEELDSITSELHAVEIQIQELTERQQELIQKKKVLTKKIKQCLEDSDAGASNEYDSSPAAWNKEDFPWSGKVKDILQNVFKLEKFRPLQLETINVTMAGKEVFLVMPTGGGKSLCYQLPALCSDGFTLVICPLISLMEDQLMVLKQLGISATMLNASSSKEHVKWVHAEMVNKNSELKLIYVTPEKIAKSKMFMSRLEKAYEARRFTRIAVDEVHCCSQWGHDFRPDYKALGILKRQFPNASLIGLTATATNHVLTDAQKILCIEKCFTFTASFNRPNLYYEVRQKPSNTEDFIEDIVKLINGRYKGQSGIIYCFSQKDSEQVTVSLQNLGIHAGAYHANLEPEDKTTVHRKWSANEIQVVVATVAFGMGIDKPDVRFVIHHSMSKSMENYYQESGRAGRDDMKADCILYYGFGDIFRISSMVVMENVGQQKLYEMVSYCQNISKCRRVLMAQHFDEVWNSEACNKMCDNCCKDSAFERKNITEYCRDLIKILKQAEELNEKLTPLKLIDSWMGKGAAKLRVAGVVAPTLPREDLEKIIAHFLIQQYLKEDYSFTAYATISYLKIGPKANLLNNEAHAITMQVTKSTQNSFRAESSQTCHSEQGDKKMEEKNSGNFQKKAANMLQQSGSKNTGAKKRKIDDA
#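 50 nM RECQ1T1 preincubated 15 min with compound in Tris pH 8.0 buffer with MgCl2, DTT, Tween-20 and 2.5 ug/ml poly(dI-dC); started with 200 nM TAMRA/BHQ-2 forked duplex and 2 mM ATP. Unwinding read as fluorescence (525/598 nm), two reads 2 h apart.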
# TR SRC2 fluor cs – counter-screen for TRb-SRC2 inhibitors: fluorescence interference; Potency, µM (series often up to 106 µM), for inactives: at the top dose fluorescence change, negative = quenching; AID 1479; TRb/SRC2 Texas Red total fluorescence interference; hit rate 0.29% among 280,000; active = well fitted curve in either direction with a large enough effect; inconclusive = small, poorly fitted or top-dose-only effect
#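 Human TRb ligand-binding domain at 0.6 uM with 20 nM Texas Red SRC2 peptide in Tris buffer containing 1 uM T3 and 5% DMSO, incubated with compound 5 h at ambient temperature. Total fluorescence (555/632 nm) calculated as parallel + 2 × perpendicular.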
# TRb-SRC2 inh – inhibitors of human thyroid hormone receptor beta-SRC2 interaction; hit rate 0.065% among 280,000; TRbeta-SRC2 peptide binding, fluorescence polarization; receptor liganded with 1 µM T3; Potency, µM (titrated, usually from 106 µM), for the others: top-dose activity change, negative = inhibition, hits mostly inhibitors;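 also: plate controls were bound peptide for no effect and peptide without receptor for full effect; nearly all actives have a fitted effect of over 50% in size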
# Target sequence (P10828 whole entry, looked up): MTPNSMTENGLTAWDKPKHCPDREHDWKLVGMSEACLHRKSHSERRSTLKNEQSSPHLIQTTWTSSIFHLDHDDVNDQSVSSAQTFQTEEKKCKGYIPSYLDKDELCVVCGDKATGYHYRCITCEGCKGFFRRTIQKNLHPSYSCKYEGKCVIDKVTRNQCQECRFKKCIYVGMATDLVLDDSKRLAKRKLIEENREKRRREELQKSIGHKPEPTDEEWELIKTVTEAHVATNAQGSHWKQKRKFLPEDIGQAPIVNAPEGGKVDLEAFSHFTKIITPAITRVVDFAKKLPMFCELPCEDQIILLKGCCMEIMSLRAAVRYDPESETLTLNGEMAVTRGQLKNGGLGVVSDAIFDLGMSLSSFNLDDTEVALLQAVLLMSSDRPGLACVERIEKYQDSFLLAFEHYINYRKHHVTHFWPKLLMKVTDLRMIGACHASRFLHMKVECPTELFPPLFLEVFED
#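 Fluorescence polarization of 20 nM Texas Red SRC2 peptide with 0.6 uM human TRb ligand-binding domain, in Tris buffer with 1uM T3 and 5% DMSO. Incubated 5 hr ambient; normalized to unbound and bound controls.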
# L3MBTL1 inh – inhibitors of human L3MBTL1; Potency, µM (doses to about 57.1 µM), without a hit: at the highest dose activity, negative = inhibition, actives largely listed as inhibitors; Q9Y468; AlphaScreen L3MBTL1–H3K9me1 peptide binding; AID 485360; hit rate 0.66% among 230,000; also: nearly all actives have a fitted effect of over 60% in size
#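 First, the protein-peptide complex forms for 30 min at room temperature (L3MBTL1 50 nM, biotinylated H3K9me1 peptide 75 nM). Next, compounds are pin-transferred and incubated 30 min. Finally, AlphaScreen beads are added and read after 30 min.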
# Tau ThT inhib – inhibitors of human tau fibril formation, thioflavin T binding; recombinant tau K18 P301L (four-repeat tau fragment), heparin-induced fibrillization, ThT fluorescence; hit rate 2.1% among 270,000; Potency, µM (highest dose often 57.4 µM), without a hit: top-dose activity, negative = inhibition, most hits filed as inhibitors; also: nearly all actives have a fitted effect of over 55% in size
#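 Heparin-induced (20 uM) aggregation of recombinant human K18 P301L tau, 15 uM unlabeled with 0.24 uM labeled, pH 7 acetate buffer, 6 hr at 37 C with compound. Fibrils quantified by 30 uM ThT fluorescence after 1 hr ambient incubation.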
# RGS12 GoLoco inh – inhibitors of human Gai1-RGS12 GoLoco interaction (red fluorophore) | Gai1:RGS12 GoLoco peptide FP, rhodamine, 10 min | Potency, µM (highest dose often 61.6 µM), for inactives: at the highest dose activity, negative = inhibition, most hits filed as inhibitors | hit rate 0.44% among 230,000 | P63096; active = well fitted inhibition curve with a large enough effect, not every such curve was filed as active; inactive = no such curve, though single readings can be large or run the other way; also: nearly all actives have a fitted effect of over 30% in size; many of its hits are not listed in these tables
# Tau FP inhib – inhibitors of human tau fibril formation; hit rate 0.39% among 280,000; P10636; Potency, µM (highest dose often 57.7 µM), for inactives: at the highest dose activity, negative = inhibition, usual class: inhibitors; AID 1468; K18 P301L tau heparin fibrillization, Alexa594 FP, 6 h; also: nearly all actives have a fitted effect of over 55% in size
#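 Human K18 P301L fragment (15 uM unlabeled plus 0.24 uM Alexa 594-labeled) in 100 mM sodium acetate pH 7 with compound, aggregation induced by 20 uM heparin for 6 hr at 37 C. ThT (30 uM) added for 1 hr, then Alexa 594 FP read.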
# JMJD2E inh – JMJD2E (human) inhibition | JMJD2E catalytic domain, FDH-coupled NADH fluorescence (FDH is formaldehyde dehydrogenase) | Potency, µM (series often up to 57.1 µM), for the others: top-dose activity change, negative = inhibition, actives largely listed as inhibitors | AID 2147 | hit rate 1.6% among 230,000 | B2RXH2; active = well fitted inhibition curve with a large enough effect, not every such curve was filed as active; inconclusive = small, poorly fitted or top-dose-only effect, or another doubt; inactive = no such curve, though single readings can be large or run the other way;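 also: 0% = wells with enzyme and -100% = buffer wells without enzyme; nearly all actives have a fitted effect of over 50% in size; many of its hits are not listed in these tables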
# An asterisk follows results filed as active; i = inactive; ? = inconclusive; . = not tested or not shown; [ ] = remark or other dose. Unless noted, calls follow the shape of the dose curve; as a rule, active = well fitted curve in the direction sought with a large enough effect; inconclusive = small, poorly fitted or top-dose-only effect, or another doubt; inactive = no such curve, though single readings can be large; an effect the other way counts as inactive or inconclusive. Unless noted, % is scaled to controls: 0 for no effect and ±100 for the full control effect; potency is read from the fitted curve at half-maximal effect.
SMILES,RECQ1 inh,TR SRC2 fluor cs,TRb-SRC2 inh,L3MBTL1 inh,Tau ThT inhib,RGS12 GoLoco inh,Tau FP inhib,JMJD2E inh
O=C(Nc1ccc(Cl)cc1)Nc1ccccc1C(=O)NCc1ccco1,i,6%,7%,.,-7%,2%,-13%,?
CC(=O)c1cccc(N/C=C\C(=O)c2ccc(C)cc2)c1,i,-6%,3%,2%,?,-8%,2%,?
Cc1ccc2nc(-c3cccc(N)c3)[nH]c2c1,-10%,-2%,-1%,-4%,?,-4%,?,?
CCOC(=O)c1c(NC(=O)Cc2coc3cc(C)ccc23)sc2c1CCCC2,.,0.1µM*[quencher],?,.,?,.,-4%,.
COCCCNC(=S)N1CCN(S(C)(=O)=O)CC1,-1%,-2%[53 µM],0%[53 µM],16%,12%,6%,4%,2%
CCOc1ccc(C(=O)NC2CC(=O)N(c3ccc(C)cc3)C2)cc1OCC (stereo unspecified),.,0%,-4%,.,7%,.,-7%,.
CCN(C(=O)Cn1cnc2cc([N+](=O)[O-])ccc2c1=O)C1CCS(=O)(=O)C1 (stereo unspecified),i,-4%,0%,4%,-16%,5%,-10%,?
Cc1cc(Cl)c(S(=O)(=O)N2CCN(c3cccc(C)c3C)CC2)cc1OCC(N)=O,i,2%,4%,.,-18%,-3%,-4%,15%
COc1ccc(C(=O)/C=C/Nc2c(C)n(C)n(-c3ccccc3)c2=O)cc1OC,-15%,2%,-4%,-4%,?,-11%,-1%,-2%
CCOCC(O)CS(=O)(=O)c1ccccn1 (stereo unspecified),6%,1%,-2%,3%,1%,0%,9%,-1%
COc1cccc2c1Oc1ncccc1N(C(=O)CCC(=O)NCc1ccc(N(C)C)cc1)C2,.,1%,2%,.,-6%,.,5%,.
O=C(c1ccco1)N1CCn2c1nc1ccccc12,2%,1%,-3%,5%,?,6%,-3%,-3%
O=C(O)/C(=C\c1cn(-c2ccccc2)nc1-c1ccc(Cl)cc1)NC(=O)c1ccccc1,11%,0%,-1%,.,4%,2%,4%,-1%
O=C(c1ccc(CN2CCOCC2)cc1)N1CCN(c2ccccc2)CC1,0%,0%,6%,-5%,-4%,3%,2%,-2%
Cc1ccc(S(=O)(=O)c2nc(S(=O)(=O)c3ccc(C)cc3)c(NCc3ccco3)s2)cc1,-9%,-4%,5%,1%,-9%,8%,?,-20%
Cc1cc(C)nc(NC(=O)NS(=O)(=O)N2CCCCCC2)n1,-7%,-3%,-5%,.,-6%,-12%,4%,3%
Cc1ccc(S(=O)(=O)N(C)C)cc1NC(=O)COC(=O)c1c(C)noc1C,1%,0%[53 µM],1%[53 µM],10%,3%,6%,-4%,8%
CCCNC(=O)CCC(=O)N1Cc2ccccc2Oc2ncccc21,.,4%,-2%,.,-12%,.,-4%,.
COc1ccc(C(=O)NCCn2cc(SCc3c(F)cccc3Cl)c3ccccc32)cc1,.,-4%,10%,.,?,.,?,.
CC(=O)Cc1nsc(NC(=O)c2csc3c2CCCC3)n1,-3%,2%,5%,.,1%,1%,10%,-8%
O=c1nc(Nc2cccc(Cl)c2)oc2cc(Cl)oc(=O)c12,i,3%,7%,-9%,?,18%,-6%,37%[activator]
CCC(C)=O,-12%,-2%,-6%,.,.,9%,.,.
CO/N=C/CC(=O)Nc1ccc(F)cc1F,i,-1%,-4%,7%,5%,8%,9%,4%
CC1CC(=O)NN1C(=O)c1ccccc1 (stereo unspecified),9%,2%,3%,3%,-12%,6%,-4%,0%
Cc1ccccc1OC(=O)c1snnc1C,.,5%,-1%,.,-9%,.,0%,.
# Continuation:
SMILES,RECQ1 inh,TR SRC2 fluor cs,TRb-SRC2 inh,L3MBTL1 inh,Tau ThT inhib,RGS12 GoLoco inh,Tau FP inhib,JMJD2E inh
COC(=O)c1cc(NC(=O)Cn2ncc3c2-c2ccccc2OC3)cc(C(=O)OC)c1,.,-2%,3%,.,15%,.,?,.
CCc1nnc(NC(=O)Cc2ccc(OC)cc2)s1,-9%,-2%,-18%,.,-15%,3%,10%,-3%
Cc1[nH]c2ccccc2c1CCN(Cc1cccs1)C(=S)NC(C)(C)C,1%,0%,-6%,.,-7%,-5%,-5%,3%
COc1ccc(Br)cc1CNC(=O)C1CCCN(c2nc3ccccc3o2)C1 (stereo unspecified),-12%,0%,8%,0%,-9%,5%,4%,-2%
COC(=O)/C=C/C1c2ccccc2C(OC)C1C (stereo unspecified),18%[11.5 µM],1%[11.2 µM],-1%[11.2 µM],.,9%[11.5 µM],.,5%[11.6 µM],.
O=C(COC(=O)/C=C/c1nc2ccccc2s1)Nc1cccc2ccccc12,-8%,-3%,-3%,16%,10%,-11%,4%,-8%
Cc1cccc(-n2c(SCC(=O)O)nc3sc4c(c3c2=O)CCCC4)c1,7%,-1%,-3%,-2%,-10%,30%,7%,-8%
CCCCOc1ccc(C(=O)Nc2cccc(-c3nc4ccccc4o3)c2C)cc1,.,1%,0%,.,7%,.,-5%,.
Cc1ccc(NC(=O)CCC(=O)N2CCSc3ccccc32)cc1Cl,.,-1%,-3%,.,-5%,.,?,.
Cn1c(=O)c2sccc2n2c(CCCC(=O)NCc3ccc4c(c3)OCO4)nnc12,5%,-3%[53 µM],-22%[53 µM],-7%,-3%,-5%,2%,7%
CCCCC(C(=O)NC(C)(C)C)N(Cc1ccco1)C(=O)c1snc(C(N)=O)c1N (stereo unspecified),1%,-2%,-6%,.,-10%,-7%,-2%,?
CC(C)NC(=S)N(CCc1ccncc1)C(C)C,-1%,2%,4%,.,-4%,-5%,-1%,12%
O=C(O)COc1ccccc1O,-13%,2%,-2%,9%,-6%,1%,4%,0%
CCOc1ccc2oc(C(=O)OCC(=O)NC(=O)NC3CCCC3)c(C)c2c1,5%,2%,-2%,-2%,-16%,8%,2%,?
COc1ccc2c(c1)OCC(Cc1ccc(OC)c(OC(C)=O)c1)C2=O (stereo unspecified),i,-2%,5%,.,-22%,-3%,-10%,-3%
COC(=O)c1ccc(COC(=O)c2[nH]c(C)c(C(C)=O)c2C)o1,-4%,-1%,-2%,-21%,-10%,8%,-5%,4%
CCOCC(=O)Nc1cc(C(=O)Nc2cc(C)cc(C)c2)ccc1Cl,-4%,-2%,4%,3%,-13%,12%,-7%,?
CCCCC1C2=C(CC(C)(C)CC2=O)OC2=C1C(=O)CC(C)(C)C2,-6%,-2%,2%,8%,-2%,.,0%,7%
CCOC(=O)c1c(NC(=O)c2c(Br)cnn2C)c(C#N)nn1-c1ccccc1,0%,1%,-3%,-13%,14%,58%[activator],2%,3%
CCCOc1cc(CC(=O)NCc2ccco2)ccc1OC,1%,1%,9%,-9%,-2%,9%,4%,3%
COc1ccccc1N(CCC#N)C(=O)CSc1nc(-c2ccccc2)cn1N,-2%,5%,-2%,-6%,-11%,-2%,2%,2%
C=CCNc1nc(Cl)nc(Nc2ccc([N+](=O)[O-])cc2)n1,-3%,0%,3%,-3%,-2%,-7%,5%,-13%
COc1ccc(NC(=O)c2cn(-c3ccccc3)nc2-c2ccc(C)cc2)cc1,.,1%,1%,.,5%,.,?,.
CC(C)Nc1nc(NC(C)C)nc(Oc2ccc(=O)n(C)n2)n1,i,-2%,-5%,19%,-1%,-4%,-5%,3%
CCn1c(SCCC#N)nnc1-c1ccncc1,-2%,-1%,-9%,.,3%,2%,-2%,-1%

# 7 records drawn at random from the list so far:
SMILES,RECQ1 inh,TR SRC2 fluor cs,TRb-SRC2 inh,L3MBTL1 inh,Tau ThT inhib,RGS12 GoLoco inh,Tau FP inhib,JMJD2E inh
COc1ccc2c(c1)OCC(Cc1ccc(OC)c(OC(C)=O)c1)C2=O (stereo unspecified),i,-2%,5%,.,-22%,-3%,-10%,-3%
CCOC(=O)c1c(NC(=O)c2c(Br)cnn2C)c(C#N)nn1-c1ccccc1,0%,1%,-3%,-13%,14%,58%[activator],2%,3%
Cc1cccc(-n2c(SCC(=O)O)nc3sc4c(c3c2=O)CCCC4)c1,7%,-1%,-3%,-2%,-10%,30%,7%,-8%
CCOCC(=O)Nc1cc(C(=O)Nc2cc(C)cc(C)c2)ccc1Cl,-4%,-2%,4%,3%,-13%,12%,-7%,?
COc1ccccc1N(CCC#N)C(=O)CSc1nc(-c2ccccc2)cn1N,-2%,5%,-2%,-6%,-11%,-2%,2%,2%
COC(=O)c1ccc(COC(=O)c2[nH]c(C)c(C(C)=O)c2C)o1,-4%,-1%,-2%,-21%,-10%,8%,-5%,4%
CC(C)NC(=S)N(CCc1ccncc1)C(C)C,-1%,2%,4%,.,-4%,-5%,-1%,12%

# (continued)
SMILES,RECQ1 inh,TR SRC2 fluor cs,TRb-SRC2 inh,L3MBTL1 inh,Tau ThT inhib,RGS12 GoLoco inh,Tau FP inhib,JMJD2E inh
COc1cccc(OCCCCN2CCCCC2)c1,i,-3%,-16%,-14%,-3%,-2%,8%,-29%
Cc1ccc2sc(NNC(=O)C3=COCCO3)nc2c1C,-3%,-1%,-10%,2%,?,12%,7%,9%
COc1ccc2c(C)c(CC(=O)NCc3ccc(C)cc3)c(=O)oc2c1OC,.,9%,9%,.,-9%,.,-4%,.
CCOC(=O)c1nnc(-c2ccccc2)nc1Oc1ccccc1Cl,-1%,-2%,-6%,-11%,14µM*,9%,8%,7%
Cc1ccc(OCCCCn2c(CO)nc3ccccc32)cc1,-21%,-2%,3%,.,-13%,4%,0%,-1%
Cc1ccc(S(=O)(=O)N(CC(=O)Nc2cccnc2)c2cc(Cl)ccc2C)cc1,.,?,2%,.,-10%,.,-9%,.
CCOC(=O)C(=O)Nc1nc(-c2ccccc2)c(CC)s1,i,3%,0%,.,?,1%,-4%,-1%
O=C(Nc1cccc(Cl)c1)Nc1nc(-c2ccccc2)cs1,-14%,-1%,-10%,.,6%,-12%,?,7%

# Only part of the results is shown (hit frequency here may not be typical).
